4MU fluor: compound fluoresces in the 4-MU spectral region. compound autofluorescence, 340/450 nm, 4-MU equivalents; stronger effect = higher value. actives 11% (n = 59,000). AID 589. max dye-equivalent concentration, M; in the data active = max dye-equivalent concentration above about 10 nM; inconclusive = mostly about 1.1 nM to 9.6 nM
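Compounds in 100 mM Tris, pH 8.0, sat 15 min at room temperature before fluorescence was read at 340 nm excitation/450 nm emission; a per-plate six-point 4-MU standard curve converted signals to dye-equivalent concentration at each compound concentration.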
DNA Pol III inh: DNA polymerase III holoenzyme inhibition; actives 0.25% (n = 71,000); Potency, µM (highest dose often 57.1 µM), for the others: at the top dose activity change, negative = inhibition; reconstituted DNA polymerase III holoenzyme replication, biochemical; also: potency is read from the fitted curve at half-maximal effect; % is scaled to controls: 0 for no effect and ±100 for the full control effect
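Reconstituted *E. coli* holoenzyme (0.35 nM Pol III, 1 nM beta, 154 nM SSB, 2 nM primase) was preincubated with compound for 15 min at RT. Synthesis on 1.4 nM ssM13Gori ran 35 min, then was stopped with PicoGreen/EDTA and read as dsDNA fluorescence.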
UbGFP stabilizer: inhibits proteasome, raising ubiquitin-GFP reporter fluorescence; AID 526; 67,000 tested, under 10 active; Potency, µM (titrated, usually from 45.9 µM), without a hit: top-dose activation (GFP accumulation), most hits filed as activators; Ubiquitin-GFP reporter cells, proteasome inhibition, GFP fluorescence; response scale: untreated = 0%, 10 µM MG-132 = 100%; active = well fitted activation curve with a large enough effect, not every such curve was filed as active; inconclusive = small, poorly fitted or top-dose-only effect, or another doubt; inactive = no such curve, though single readings can be large or run the other way; also: potency is read from the fitted curve at half-maximal effect
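U2OS cells stably expressing ubiquitin(G76V)-GFP, seeded overnight in 0.5% FBS medium, were exposed to compounds (qHTS, 46 uM to 2.9 nM) for 4 hr at 37 °C. GFP-positive cells were counted by laser cytometry (488 ex/515 em), normalized between basal and 10 uM MG-132.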
Fluorescein fluor: compound autofluorescence in fluorescein spectral region | max fluorescein-equivalent concentration, M | actives 0.91% (n = 59,000) | AID 593 | Compound autofluorescence, 480/540 nm, fluorescein-equivalent; stronger effect = higher value; in the data active = max fluorescein-equivalent concentration above about 10 nM; inconclusive = between about 1.1 nM and that limit
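Spectral profiling of library compounds in the fluorescein window (480 nm excitation, 540 nm emission) after 15 min at room temperature in pH 8.0 Tris (100 mM). Values are dye-equivalent concentrations.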
HADH2 inh: blocks human hydroxyacyl-CoA dehydrogenase type II | AID 886 | actives 3.4% (n = 73,000) | Q99714 | Potency, µM (series often up to 57.1 µM), for the others: at the top dose activity change, negative = inhibition, hits mostly inhibitors | recombinant HADH2, NADH fluorescence, beta-hydroxybutyryl-CoA; also: potency is read from the fitted curve at half-maximal effect; % is scaled to controls: 0 for no effect and ±100 for the full control effect; nearly all actives have a fitted effect of over 60% in size; many of its hits are not listed in these tables
Target sequence (Q99714 whole entry, looked up, one chain of several): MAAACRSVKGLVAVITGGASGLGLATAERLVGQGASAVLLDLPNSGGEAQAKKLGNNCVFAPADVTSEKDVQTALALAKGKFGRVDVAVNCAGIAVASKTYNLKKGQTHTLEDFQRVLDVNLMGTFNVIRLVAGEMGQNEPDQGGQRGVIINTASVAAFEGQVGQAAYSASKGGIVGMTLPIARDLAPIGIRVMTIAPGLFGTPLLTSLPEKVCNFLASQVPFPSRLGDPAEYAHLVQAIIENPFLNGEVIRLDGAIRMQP
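Read-out: 360 nm excitation, 450 nm emission, kinetic over 4 min. Conditions: His-tagged human HADH2 20 nM, pH 9.0 Tris with Tween-20, 1 mM NAD+, 90 uM beta-hydroxybutyryl-CoA.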
Rhodamine autofl: compound fluoresces in the rhodamine spectral region. actives 0.05% (n = 59,000). AID 594. max dye-equivalent concentration, M. Rhodamine-region fluorescence, 547/598 nm, Tris buffer; stronger effect = higher value; in the data active = max dye-equivalent concentration above about 11 nM; inconclusive = between about 1.1 nM and that limit
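Intensities are converted to rhodamine-equivalent concentration using a six-point rhodamine standard on each plate. Compounds sit 15 min at room temperature in 100 mM Tris buffer, pH 8.0; read uses the 547/598 nm excitation/emission pair.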
Hsp90 Hop PPI: changes Hsp90-Hop TPR2A binding signal, up or down; AlphaScreen TPR2A-His6 binding biotin-Hsp90 C-terminal peptide; Potency, µM (doses to about 57 µM), inactives show top-dose activity change, negative = inhibition; actives 0.44% (n = 71,000); active = well fitted curve in either direction with a large enough effect; inconclusive = small, poorly fitted or top-dose-only effect, or another doubt; also: potency is read from the fitted curve at half-maximal effect; % is scaled to controls: 0 for no effect and ±100 for the full control effect; many of its hits are not listed in these tables
15-hLO inh: inhibitors of human 15-lipoxygenase (ALOX15) | Potency, µM (highest dose often 57.1 µM), for inactives: top-dose activity change, negative = inhibition, most hits filed as inhibitors | purified 15hLO-1, xylenol orange hydroperoxide absorbance | actives 1.4% (n = 74,000) | AID 887 | P16050; also: potency is read from the fitted curve at half-maximal effect; % is scaled to controls: 0 for no effect and ±100 for the full control effect; nearly all actives have a fitted effect of over 55% in size
Target sequence (P16050 whole entry, looked up): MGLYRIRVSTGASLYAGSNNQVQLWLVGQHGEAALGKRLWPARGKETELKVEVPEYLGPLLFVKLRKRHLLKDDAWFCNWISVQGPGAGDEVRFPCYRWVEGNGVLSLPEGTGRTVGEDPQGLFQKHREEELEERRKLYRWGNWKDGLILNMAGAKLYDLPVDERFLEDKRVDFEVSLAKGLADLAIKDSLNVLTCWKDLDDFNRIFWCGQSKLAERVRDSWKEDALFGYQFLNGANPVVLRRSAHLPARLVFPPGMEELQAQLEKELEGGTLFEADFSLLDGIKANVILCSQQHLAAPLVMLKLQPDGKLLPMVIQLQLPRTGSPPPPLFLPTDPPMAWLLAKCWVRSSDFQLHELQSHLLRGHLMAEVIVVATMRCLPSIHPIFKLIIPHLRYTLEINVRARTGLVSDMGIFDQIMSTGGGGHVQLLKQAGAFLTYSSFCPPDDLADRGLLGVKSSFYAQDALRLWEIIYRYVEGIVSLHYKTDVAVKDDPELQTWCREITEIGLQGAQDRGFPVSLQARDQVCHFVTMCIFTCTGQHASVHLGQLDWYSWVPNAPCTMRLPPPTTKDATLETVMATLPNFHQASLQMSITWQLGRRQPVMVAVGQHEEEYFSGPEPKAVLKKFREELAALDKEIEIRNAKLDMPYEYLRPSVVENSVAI
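Inhibition is scored from a chromogenic endpoint. After 15 min enzyme-compound contact, arachidonic acid (50 uM final) reacts 6 min with 40 nM 15hLO-1 at room temperature, then Fe-XO reagent is added for 30 min and absorbance ratio recorded.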
HBB splice mod: alters splicing of the hemoglobin beta chain; Potency, µM (top dose mostly 46.1 µM), without a hit: at the highest dose activation, most hits filed as activators; HBB splicing reporter cell assay, activation; EGFP reporter with mutant IVS2-654 intron; response scale: normalised to 500 nM splice-correcting PNA; AID 925; actives 0.06% (n = 65,000); also: potency is read from the fitted curve at half-maximal effect; 0% is about no effect
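HeLa cells stably expressing EGFP interrupted by mutant beta-globin intron 2 (IVS2-654), 500/well in 2% FCS. Treated with compound for 2 days at 37C. Splicing correction scored as total well GFP intensity (488 nm excitation, 500-520 nm emission); 500 nM antisense PNA served as control.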
GFP derepression: derepresses silenced GFP locus in mouse C127i cells | actives 0.09% (n = 68,000) | Potency, µM (series often up to 46.1 µM), inactives show top-dose GFP derepression (activation) | mouse C127i GFP locus derepression, cytometry, 30 h; also: % of control where 0% means no effect
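Murine C127i mammary cells carrying a silenced, stably integrated CMV-driven GFP reporter were treated with compound for 30 hours at 37 C. After PBS washes, GFP-positive cells were counted by laser-scanning microplate cytometry.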
TexasRed autofl: compounds fluorescent in Texas Red spectral region. actives 0.06% (n = 59,000). AID 587. max dye-equivalent concentration, M. Compound fluorescence, Texas Red channel, 547/618 nm; stronger effect = higher value; in the data active = max dye-equivalent concentration above about 10 nM; inconclusive = between about 1.1 nM and that limit
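Dye-equivalent concentrations come from scaling compound signal (ex 547, em 618 nm) to six Texas Red standard concentrations run on every plate, after 15 min room-temperature incubation in pH 8.0 Tris (100 mM).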
Numbers without * were called inactive; i = inactive; ? = inconclusive; / = no result given; [ ] = remark or other dose. Unless noted, calls follow the shape of the dose curve; as a rule, active = well fitted curve in the direction sought with a large enough effect; inconclusive = small, poorly fitted or top-dose-only effect, or another doubt; inactive = no such curve, though single readings can be large; an effect the other way counts as inactive or inconclusive. Some of the compounds tested (hit frequency here may not be typical).

Values in the order: 4MU fluor, DNA Pol III inh, UbGFP stabilizer, Fluorescein fluor, HADH2 inh, Rhodamine autofl, Hsp90 Hop PPI, 15-hLO inh, HBB splice mod, GFP derepression, TexasRed autofl
CCCOc1ccc(NC(=O)C2CC(=O)N(C(C)C)C2)cc1 (stereo unspecified)
→ i, -0.9%, -3.2%, i, 11.8%, i, -0.7%, 4.5%, /, -4.4%, i
Cc1cccc2cc(CN(Cc3ccco3)C(=O)N3CCCC3)c(=O)[nH]c12
→ i, -3.9%, 1.1%, i, 0.2%, i, -0.5%, 10.4%, 1.3%[57.5 µM], 9.1%, i
CCOc1ccc(/C(O)=C2/C(=O)C(=O)N(CCOCCO)C2c2cccnc2)cc1 (stereo unspecified)
→ i, 0.1%, -6.7%, i, -7.9%, i, -4.3%, 0.0%, 2.8%, 0.0%, i
CC(C)n1c(SCC(=O)NCc2ccco2)nc2c1c(=O)n(C)c(=O)n2C
→ i, -0.6%, -4.7%, i, 5.6%, i, -4.2%, 0.9%, /, -3.4%, i
OC(COc1ccc2ccccc2c1Br)Cn1ccnc1 (stereo unspecified)
→ i, -5.9%, -1.3%, i, 10.4%, i, -29.6%, 25.4%, -1.0%, 0.0%, i
CCOC(=O)c1c(CN2CCCCC2)n(C)c2cc(Br)c(OC)cc12
→ i, -11.3%, 1.9%, i, -4.3%, i, -3.0%, -0.2%, 6.6%, -7.8%, ?
CCN(CC)CCOC(=O)[C@@H](Cc1cccc2ccccc12)C[C@@H]1CCCO1
→ i, -9.9%[25.6 µM], -4.4%[20.5 µM], ?, 0.8%[25.6 µM], i, -2.3%[26 µM], 10.9%[25.6 µM], 1.2%[20.6 µM], 0.0%[20.6 µM], i
Cc1ccc(OCC(=O)n2nc(C)cc2C)c(Br)c1
→ /, 4.0%[11.4 µM], -10.5%[9.17 µM], /, 7.9%[11.4 µM], /, 0.4%[11 µM], -4.9%[11.4 µM], 0.3%[0.0738 µM], 1.5%, /
CCOC(=O)Nc1ccc2c(c1)nc(CN1CCOCC1)n2C
→ i, -1.5%, -5.1%, i, 8.8%, i, -3.6%, -2.1%, -1.5%, 4.8%, i
CCC1CCCCN1CCCNC(=O)C1CCN(S(=O)(=O)N2CCCCC2)CC1 (stereo unspecified)
→ ?, -2.7%, -1.7%, i, ?, i, -3.8%, -4.5%, 1.3%[57.5 µM], 0.0%, i
CCCCC(c1nnnn1CS(=O)(=O)c1ccc(C)cc1)N1CCN(c2ccccc2)CC1 (stereo unspecified)
→ i, 0.8%, -3.0%, ?, 5.4%, i, -2.6%, -9.8%, 0.1%[57.5 µM], 0.0%, i
Cn1c(-c2ccccc2)cc2c3no[n+]([O-])c3ccc21
→ i, -1.2%, -1.7%, ?, -12.9%, i, -12.7%, -3.5%, 4.2%[0.369 µM], 21.7%, i
CC(=O)Nc1ccc(OC[C@@H](O)CNC(C)C)cc1
→ i, -1.6%, -2.6%, i, 14.2%, i, -3.7%, ?, 1.3%[20.6 µM], 7.5%, ?
CC(C)N(Cc1ccccc1)C(=O)c1cnc2n(c1=O)CCS2
→ /, 5.1%, 5.7%, /, ?, /, -4.6%, 9.0%, -0.3%, /, /
CCOc1ccc(S(=O)(=O)NCCC(=O)OCN2C(=O)c3ccccc3C2=O)cc1
→ i, -3.7%, -1.3%, ?, 21.4%, i, -0.4%, -8.0%, -0.6%, 1.1%, i
COc1ccc(CNc2nc(-c3ccccc3OC)nc3ccccc23)c(OC)c1
→ 1.03e-08M*, -11.4%, -6.6%, i, ?, i, -9.1%, -26.1%, -0.3%, ?, i
Cc1cc(C(=O)NCCN2CCCCC2C)n(-c2ccccc2)n1 (stereo unspecified)
→ /, -4.6%, -11.8%, /, -0.9%, /, -2.4%, 6.5%, 0.0%, -3.4%, /
CC(C)(C)C(=O)CSc1nccc(=O)[nH]1
→ i, 2.6%, 12.5%, i, -0.9%, i, 1.1%, 1.8%, -1.1%, -0.2%, ?
O=c1cc(N2CCC3(CC2)OCCO3)[nH]c(=O)n1C1CCCCC1
→ i, -3.3%, -2.9%, ?, -2.6%, i, -0.5%, 13.5%, 1.8%, 11.4%, ?
COc1ccccc1NC(=O)c1cc(Cl)ccc1NC(=O)c1ccco1
→ 2.42e-08M*, -7.3%, 1.2%, ?, 168.5%[activator], i, -1.6%, -11.8%, /, -4.4%, i
CCN1C(=O)c2c(C)nc3ccccc3c2C1=O
→ i, -14.1%, 0.7%, i, -13.7%, i, -5.6%, -9.9%, -0.7%, 0.0%, i
CCCCCNc1c(C(=O)OCC)c(=O)[nH]c2ccccc12
→ i, -2.7%, 0.1%, ?, 13.0%, i, -2.0%, 2.9%, 1.9%, -2.6%, i
Cc1ccc2oc(=O)n(CC(=O)O)c2c1
→ /, 9.0%, 3.1%, /, 2.6%, /, -6.8%, -18.0%, 0.4%, -2.3%, /
CC1=CCC2C(=O)N(c3ccc(C)c(Br)c3)C(=O)C2C1 (stereo unspecified)
→ /, -4.2%, 8.9%, /, 11.4%, /, 1.5%, -5.8%, -0.5%, /, /
COC(=O)c1cn(C(=O)c2ccccc2F)nc1N
→ i, -1.0%, 5.7%, i, -11.0%, i, 2.4%, 1.7%, 3.8%[1.84 µM], 8.2%, ?
CCCn1c(=S)[nH]c2cc(C(=O)N3CCCC(C(=O)OCC)C3)ccc2c1=O (stereo unspecified)
→ 4.91e-08M*, -0.8%, /, i, -6.1%, i, 0.8%, 6.3%, 1.6%[0.369 µM], 6.3%, ?
S=C1N[C@H](c2ccccc2)N[C@H](c2ccccc2)S1
→ i, -3.3%[11.4 µM], -8.2%[9.17 µM], i, ?, i, -4.7%[11 µM], -24.1%[11.4 µM], -0.1%[9.22 µM], 13.3%[9.22 µM], i
Cc1c(C#N)c2ccccc2n1CC(=O)O
→ i, -7.0%, -5.4%, i, 10.1%, i, -4.2%, 14.2%, /, 2.4%, i
CCOC(=O)CSc1nnc([C@H](CC(C)C)NC(=O)OC(C)(C)C)o1
→ i, -11.7%, 0.9%, ?, -5.9%, i, -5.3%, 13.6%, -0.5%[0.369 µM], 1.7%, ?
O=C(CSc1nnc(Cc2ccccc2)n1-c1ccc(F)cc1)N1CCOCC1
→ i, -5.1%, -5.9%, i, 16.8%, i, -3.1%, 11.1%, 3.0%, 0.0%, i

Values in the order: 4MU fluor, DNA Pol III inh, UbGFP stabilizer, Fluorescein fluor, HADH2 inh, Rhodamine autofl, Hsp90 Hop PPI, 15-hLO inh, HBB splice mod, GFP derepression, TexasRed autofl
Cc1ccc(NC(=O)CS(=O)CC(=O)N(CC(=O)NC2CCCC2)c2cc(C)ccc2C)cc1 (stereo unspecified)
→ i, -4.3%, -1.2%, ?, 9.4%, i, -1.3%, 8.4%, /, -3.4%, i
CC1CCN(S(=O)(=O)c2cccc(C(=O)NCc3cccs3)c2)CC1
→ i, -2.6%, -3.8%, i, -6.9%, i, 4.3%, -19.8%, -0.2%[57.5 µM], 0.0%, i
CS(=O)(=O)N(CC(=O)Nc1ccc2c(c1)OCO2)Cc1ccccc1
→ i, -4.9%, -4.4%, i, -2.1%, i, 1.4%, 5.9%, -0.9%, 9.7%, i
CCOc1ccc2nc(NC(=O)C(CCSC)NS(=O)(=O)c3cccs3)sc2c1 (stereo unspecified)
→ ?, -6.4%, 0.4%, ?, 13.4%, i, -7.7%, 15.8µM*, 8.6%[1.84 µM], 0.0%, ?
O=C(OC1CSc2nc3ccccc3n2C1)c1ccco1 (stereo unspecified)
→ i, 10.9%, -5.2%, i, 17.0%, i, 0.2%, 0.8%, 1.8%, -1.1%, i
COc1cc2cc(C(c3nnnn3C3CCCCC3)N(C)C3CCCCC3)c(=O)[nH]c2cc1OC (stereo unspecified)
→ 4.78e-08M*, -1.7%, -2.3%, i, -27.9%, i, -3.3%, -3.5%, -0.1%[57.5 µM], -2.3%, i
CC(C)(C)c1cc(NC(=O)c2cccnc2)no1
→ i, -7.7%, -5.7%, i, 2.1%, i, -6.8%, 2.1%, 0.2%, 1.1%, i
Cc1ccc(S(=O)(=O)NC(=O)Nc2ccc(Cl)cn2)cc1
→ 1.1e-08M*, -4.0%, -2.1%, ?, -14.8%, i, -1.1%, 3.3%, -0.6%, -2.3%, i

Source: PubChem BioAssay (National Center for Advancing Translational Sciences (NCATS))
